Compound activity as filed in PubChem BioAssay.
LMPTP block = blocks human LMPTP phosphatase. P24666. recombinant LMPTP-A, OMFP fluorogenic substrate, fluorescence intensity. inhibition, % at 20 µM. 360,000 tested, 0.22% active. AID 651560;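 active means compounds that cut the enzyme signal by at least half of the control window in the single-dose screen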;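 further: plate controls were DMSO wells with enzyme plus substrate for no effect and substrate without enzyme for full effect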
Target sequence (P24666 whole entry, looked up): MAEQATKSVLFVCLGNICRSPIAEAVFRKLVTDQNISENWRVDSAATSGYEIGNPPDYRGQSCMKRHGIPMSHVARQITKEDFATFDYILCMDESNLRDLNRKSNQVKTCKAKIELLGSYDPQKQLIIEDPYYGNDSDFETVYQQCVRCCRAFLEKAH
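Test system: LMPTP-A phosphatase enzyme; input: 0.625 nM LMPTP-A final; reagent: OMFP substrate, 400 µM final; compound dosing: 20 µM single dose, 3% DMSO; incubation: 50 min dark incubation at room temperature; measured by: endpoint fluorescence intensity from OMFP dephosphorylation; measure: % inhibition relative to no-enzyme and uninhibited control wells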
TbMetRS inhib = Trypanosoma brucei MetRS inhibition; purified T. brucei MetRS, ATP depletion, Kinase-Glo luminescence; inhibition, % at 11.9 µM; 360,000 tested, 0.4% active; AID 624268;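 active means inhibition above a per-plate cutoff of the control wells' mean inhibition plus 3 SD, cut at about 5.5% in these data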;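 further: 0% = DMSO wells median and 100% = median of wells with control inhibitor compound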
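Measured by: Kinase-Glo luciferase luminescence reporting remaining unconsumed ATP. Material: purified T. brucei MetRS enzyme. Doses: 11.9 µM compound single dose, 0.9% DMSO. Medium: HEPES buffer containing pyrophosphatase, BSA, spermine, DTT. Times: 15 min preincubation, 2 h reaction, all 25 °C. Reagent: methionine, ATP and bulk E. coli tRNA.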
DNMT1 inh = inhibitors of human DNMT1 | inhibition (reported as % activation of signal), % at 10 µM | 360,000 tested, 0.83% active | DNMT1 molecular beacon, Hinp1I cleavage, fluorescence; in the data active means inhibition above about 50%
Rpn11 block = inhibitors of human proteasome Rpn11 | O00487 | human 26S proteasome, Ub4-pepOG fluorescence polarization; 20S core pre-blocked with epoxomicin | calls only at 20 µM | 360,000 tested, 0.59% active | AID 588493;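 active means inhibition at 20 µM, scaled to each plate's controls, above about 33%, limit read from the data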
MsrA inhibitor = inhibitors of bovine MsrA; 360,000 tested, 0.75% active; purified bovine MsrA, absorbance read-out; AID 651718; inhibition, % at 15.5 µM; in the data active means inhibition above about 4.5%;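 further: 0% = vehicle wells with enzyme and 100% = reference inhibitor wells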
STEP block = blocks human striatal-enriched tyrosine phosphatase | P54829 | recombinant STEP, OMFP fluorogenic substrate, fluorescence | inhibition, % at 20 µM | 360,000 tested, 0.25% active | AID 588621;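 active means inhibition at 20 µM, scaled per plate between control wells, above about 37%, limit read from the data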;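 further: 0% = DMSO with enzyme and substrate and 100% = substrate only without enzyme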
Target sequence (P54829 whole entry, looked up): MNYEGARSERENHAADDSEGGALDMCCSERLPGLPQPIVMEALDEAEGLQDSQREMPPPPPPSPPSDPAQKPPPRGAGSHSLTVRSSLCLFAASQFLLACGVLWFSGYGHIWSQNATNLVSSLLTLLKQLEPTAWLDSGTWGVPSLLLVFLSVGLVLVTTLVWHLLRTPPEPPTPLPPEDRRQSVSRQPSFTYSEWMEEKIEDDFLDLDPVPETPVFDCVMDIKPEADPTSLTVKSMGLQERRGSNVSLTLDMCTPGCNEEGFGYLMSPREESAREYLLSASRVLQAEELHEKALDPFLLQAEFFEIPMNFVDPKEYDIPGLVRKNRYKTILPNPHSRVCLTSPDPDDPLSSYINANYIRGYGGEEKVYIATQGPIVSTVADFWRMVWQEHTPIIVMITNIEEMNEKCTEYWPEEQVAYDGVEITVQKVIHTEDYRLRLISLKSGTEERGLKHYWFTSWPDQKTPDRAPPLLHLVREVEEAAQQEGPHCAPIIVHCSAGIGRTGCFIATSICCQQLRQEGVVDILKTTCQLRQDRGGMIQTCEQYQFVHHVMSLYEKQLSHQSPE
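Test system: STEP tyrosine phosphatase / Reagent: OMFP at 25 µM / Doses: 20 µM, 1% DMSO / Read-out: percent inhibition scaled to no-enzyme and uninhibited-enzyme controls, plate-pattern corrected / Detection: FITC-channel fluorescence of OMFP product / Medium: Bis-Tris buffer pH 6.0, 2.5 mM DTT, 0.005% Tween 20 / Schedule: 20 min at room temperature, dark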
Scp-1 inhibitor = inhibitors of human Scp-1 phosphatase | inhibition, % at 20 µM | AID 493091 | Recombinant Scp1, phosphopeptide, malachite green phosphate absorbance | 340,000 tested, 0.88% active | Q9GZU7;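 active means inhibition above about 50% at 20 µM, limit read from the data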;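 further: plate controls were DMSO wells with enzyme for no effect and wells lacking enzyme for full effect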
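assay system = SCP-1 phosphatase catalytic domain, residues 76-261 | buffer or medium = 50 mM Tris acetate pH 5.5, 0.005% Tween-20, 10 mM MgCl2 | incubation = enzyme reaction 45 min at room temperature, colour 5 min, stabilisation 30 min | signal = Phosphate-binding colour reagent, absorbance read at 630 nm | measure = % inhibition at 20 µM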
SUMO1-SIM PPI = alters human SUMO1 binding to SIM partners; P63165; SUMO1 binding to a labelled peptide, TR-FRET, 1 h; inhibition, % at 20 µM; 360,000 tested, 0.33% active; AID 602429; in the data active means inhibition above about 37%
CSN deneddyl inh = CSN deneddylation inhibition | AID 651999 | inhibition, % at 12.5 µM | Purified CSN, SCF-Nedd8-OG deneddylation, fluorescence polarization | Q92905 | 360,000 tested, 0.38% active;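 active means pattern-corrected inhibition above about 35%, with an unprinted fluorescence ratio check between 0.5 and 1.5, limit read from the data, passing the limit was not always enough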;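 further: 0% = enzyme with substrate and 100% = substrate without enzyme; some results filed as inactive read as strong as hits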
Target sequence (Q92905 whole entry, looked up, one chain of several): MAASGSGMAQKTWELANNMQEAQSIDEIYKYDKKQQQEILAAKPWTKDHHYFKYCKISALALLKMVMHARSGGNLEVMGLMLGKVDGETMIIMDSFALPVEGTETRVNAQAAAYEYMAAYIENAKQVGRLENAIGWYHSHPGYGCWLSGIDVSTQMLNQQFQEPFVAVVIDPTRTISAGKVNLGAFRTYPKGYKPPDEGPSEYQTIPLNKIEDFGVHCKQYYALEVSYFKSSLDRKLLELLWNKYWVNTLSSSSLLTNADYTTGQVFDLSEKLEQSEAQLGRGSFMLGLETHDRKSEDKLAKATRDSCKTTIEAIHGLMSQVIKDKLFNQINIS
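Assay system: Purified human Csn5 enzyme expressed in HEK293T cells | Amount: Enzyme 0.24 nM | Measured by: Fluorescence polarization readout | Medium: Tris/NaCl/DTT buffer, pH 7.5 | Compound dosing: One concentration, 12.5 µM, 0.25% DMSO | Times: 90 min incubation of compound, enzyme and substrate at room temperature | Control set: no-enzyme wells high, enzyme-with-substrate wells low | Read-out: % inhibition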
NadD block = inhibitors of Staphylococcus aureus NadD. purified NadD enzyme, colorimetric absorbance read-out. inhibition, % at 20 µM. 360,000 tested, 0.78% active. AID 602399; in the data active means inhibition above about 26%; further: some compounds past the cut are filed as inactive
* = called active by the depositor; i = inactive; . = not tested or not shown.

SMILES | LMPTP block | TbMetRS inhib | DNMT1 inh | Rpn11 block | MsrA inhibitor | STEP block | Scp-1 inhibitor | SUMO1-SIM PPI | CSN deneddyl inh | NadD block
O=C(C=Cc1ccccc1)c1cccs1 | 1.3 | 0.2 | 6 | i | 2.7 | 0 | -16 | -9 | 8 | -5
O=c1c2ccccc2nc(-c2ccccc2)n1CCCn1ccnc1 | -4.0 | -0.2 | -2 | i | 0.9 | 2 | -2 | 4 | -1 | 6
Cc1ccc(NC(=O)C2CC2c2ccccc2)cc1 (configuration not stated) | 0.1 | -0.5 | 5 | i | 0.7 | -2 | -11 | 2 | -3 | -10
C=CCn1c(CSCc2ccc(F)cc2)n[nH]c1=S | -2.2 | 0.2 | 2 | i | -0.7 | 2 | 4 | -1 | 1 | -4
COc1ccc(OC)c(NC(=O)CN(c2ccc(C(C)C)cc2)S(=O)(=O)c2c(C)noc2C)c1 | 3.6 | -0.5 | 1 | i | 0.7 | 0 | -18 | 2 | -5 | -6
CSc1ccc(CN2CCC(C)(Oc3cccc(Cl)c3)C2)cc1 (configuration not stated) | 3.6 | -0.8 | 11 | i | -1.6 | -1 | . | -1 | -3 | -3
CN1CCN(c2ccc(S(=O)(=O)N3CCCCC3)cc2NC(=O)CCc2ccccc2)CC1 | -0.3 | -0.5 | 2 | i | 0.3 | -4 | -4 | 1 | 5 | -1
COC(=O)[C@]1(C)N[C@H](c2ccc(-c3cccc(Cl)c3)c(OC)c2)[C@@H]2C(=O)N(C)C(=O)[C@@H]21 | 0.3 | 0.1 | -9 | i | 0.4 | -3 | -3 | 4 | -5 | -7
COc1cccc(NC(=O)c2ccc3nsnc3c2)c1 | 0.2 | 0.5 | -2 | i | 1.3 | 1 | 3 | -14 | -1 | 1
CCC(C)COC(=O)C(C#N)c1nc2ccccc2nc1N1CCCCC1 (configuration not stated) | 5.6 | 0.0 | -2 | i | 0.5 | 3 | -4 | -5 | 2 | 4
O=C(CN(Cc1ccccc1Cl)C(=O)c1csnn1)NCc1ccccc1 | -0.7 | -0.2 | -1 | i | -0.6 | 0 | -5 | 1 | 3 | -5
Cc1ccc(C)c(N(CC(=O)Nc2ccc(-c3nc4ccc(C)cc4s3)cc2)S(C)(=O)=O)c1 | 3.0 | -0.3 | -8 | i | 2.1 | -7 | -2 | -3 | -17 | 19
O=C(O)Cc1ccc(O)c(O)c1 | -0.9 | -0.5 | 8 | i | -1.9 | -3 | 6 | -2 | -2 | 0
CC(C)(C)NC(=O)CN(C(=O)CS(=O)CC(=O)Nc1ccc(F)cc1)c1ccccc1 (configuration not stated) | -1.1 | -0.8 | 1 | i | -0.1 | -2 | -3 | -3 | -7 | -9
Cn1nc(C(F)(F)F)c(C#N)c1N1CCN(c2ccccc2F)CC1 | -0.5 | -1.1 | -2 | i | 0.3 | 1 | 0 | -1 | 5 | 2
CC(CC(=O)c1ccccc1)=NCCCN=C(C)CC(=O)c1ccccc1 | -0.3 | 0.3 | -4 | i | 5.2* | -2 | . | 2 | 2 | -5
Cc1c(C)n(CC(O)CN(CCO)CCO)c2ccccc12 (configuration not stated) | -1.5 | -0.3 | -7 | i | -0.9 | -5 | -4 | -5 | 9 | -2
CC(Sc1nnc2ccccn12)C(=O)N1CCc2ccccc2C1 (configuration not stated) | -2.1 | -0.1 | -3 | i | 0.4 | -4 | -4 | 3 | -2 | -2
CCOC(=O)c1cc(-c2ccc(OC)cc2)n(CCC(=O)NC2CCN(Cc3ccccc3)CC2)c1C | -2.0 | -0.5 | 2 | i | -0.5 | 1 | -2 | -1 | -2 | -5
Cc1cc(-n2c(C)cc(C(=O)COc3ccc(F)c(F)c3)c2C)no1 | 0.3 | 0.0 | -14 | i | . | -1 | -8 | 11 | 1 | -2

Next part; the last three above are carried over.
SMILES | LMPTP block | TbMetRS inhib | DNMT1 inh | Rpn11 block | MsrA inhibitor | STEP block | Scp-1 inhibitor | SUMO1-SIM PPI | CSN deneddyl inh | NadD block
CC(Sc1nnc2ccccn12)C(=O)N1CCc2ccccc2C1 (configuration not stated) | -2.1 | -0.1 | -3 | i | 0.4 | -4 | -4 | 3 | -2 | -2
CCOC(=O)c1cc(-c2ccc(OC)cc2)n(CCC(=O)NC2CCN(Cc3ccccc3)CC2)c1C | -2.0 | -0.5 | 2 | i | -0.5 | 1 | -2 | -1 | -2 | -5
Cc1cc(-n2c(C)cc(C(=O)COc3ccc(F)c(F)c3)c2C)no1 | 0.3 | 0.0 | -14 | i | . | -1 | -8 | 11 | 1 | -2
COc1cccc(N2CCN(C(=O)Cn3c(=O)oc4ccccc43)CC2)c1 | -2.2 | -1.1 | 2 | i | 0.7 | 0 | -3 | 3 | -6 | -1
COc1ccc(C(=O)C2CCN(C(=S)NCC3CCCO3)CC2)cc1 (configuration not stated) | -0.6 | -0.9 | 5 | i | 0.7 | -1 | 8 | -1 | 14 | -5
O=C(Cc1ccc2c(c1)OCCO2)N1CCN(c2ccccc2)CC1 | 0.5 | -0.1 | 1 | i | -1.3 | 1 | -2 | -3 | -6 | -2
CC(C)(C)C(=O)N1CCCC1C(=O)O (configuration not stated) | -1.8 | -0.1 | 2 | i | -0.2 | -5 | -5 | -1 | -3 | 6
COc1ccc2nc(NC(=O)c3ccc4ncsc4c3)sc2c1 | -0.9 | -1.1 | -10 | i | . | -3 | 0 | 43* | 1 | -3
COc1ccccc1NC(=O)CC(=O)c1ccccc1 | -1.6 | -0.8 | -2 | i | -0.8 | -1 | -16 | 7 | -1 | -5
CCN(CC)S(=O)(=O)c1ccc(Oc2ccccc2OC)cc1 | 4.2 | -0.8 | 1 | i | -0.8 | -2 | -19 | 0 | 9 | -7
OC(CNCCc1ccccc1)c1ccccc1 (configuration not stated) | -1.3 | -0.6 | -2 | i | 0.2 | -3 | -1 | -1 | 5 | -3
Cc1cccc(NC(=S)Nc2ccccn2)c1 | 1.4 | -0.6 | 4 | i | -1.0 | 6 | -1 | 2 | 4 | -1
Cc1cccc2cc(C3CC(c4ccco4)=NN3S(C)(=O)=O)c(Cl)nc12 (configuration not stated) | 0.5 | 0.2 | -6 | i | 0.4 | -2 | -5 | -8 | 7 | -6
Cc1ccc(NC(=O)CSc2ncc3ccccn23)cc1 | -0.2 | -0.5 | 0 | i | 0.2 | 1 | 2 | 1 | -4 | 2
CCCCn1c(N)c(N(CC(C)C)C(=O)c2cc3ccccc3cc2OC)c(=O)[nH]c1=O | -0.9 | -0.2 | -2 | i | 0.7 | -2 | -7 | -3 | -4 | -5
Cc1ccc(OS(=O)(=O)c2ccc(N3C(=O)CCC3=O)cc2)cc1 | -0.6 | -0.1 | 0 | i | -0.5 | 1 | -1 | 2 | 2 | 1
O=C(c1ccc(Cn2cc(Br)cn2)o1)n1cccn1 | -1.1 | -1.8 | 10 | i | -0.4 | -13 | 6 | 2 | 2 | -5
S=C(NC1CC1)N1CCCc2ccccc21 | -0.9 | 0.1 | 1 | i | -0.6 | -1 | -2 | -5 | 2 | 3
CCn1c(SCC(=O)NC2CCCCC2)nnc1C(C)NC(=O)c1ccccc1F (configuration not stated) | 0.2 | 0.1 | -1 | i | 1.1 | -3 | 4 | -1 | 0 | 9
CC(C)(C)N(Cc1ccccc1)C(=O)COC(=O)CNS(=O)(=O)c1ccc2ccccc2c1 | 1.5 | -0.2 | -7 | i | 0.2 | 4 | -6 | -3 | 0 | -4
Cc1cccc(Oc2sc(C(=O)c3ccccc3)c(N)c2C#N)c1C | 3.7 | -0.3 | -11 | i | 1.2 | 4 | 0 | -10 | 4 | 3
Cc1ccc(C(=O)CNc2ccc(F)cc2)cc1 | -2.4 | -0.5 | -1 | i | -0.5 | 2 | -10 | -1 | -5 | -3
CC(C)[C@H](N)c1nnc(SC/C=C/c2ccccc2)o1 | -0.5 | -0.8 | 9 | i | -0.5 | 4 | -2 | -3 | 0 | 0
O=C(NC(c1ccc(F)cc1)c1ccc2ccccc2n1)C1CCN(Cc2cccc(C(F)(F)F)c2)CC1 (configuration not stated) | 2.0 | 1.0 | -18 | i | 1.1 | 0 | . | -5 | 2 | 0
CN(C)[C@H]1CCN([C@@H]2CS(=O)(=O)N[C@H]2COCc2ccccc2)C1 | -3.6 | -0.8 | -3 | i | 1.1 | 0 | . | 2 | -1 | -5
O=C(Nc1ccc(N2CCCCCC2)cc1)c1ccccc1Cl | 2.8 | -0.2 | -16 | i | 1.0 | 1 | -3 | 1 | -2 | 11
O=C(Nc1cccc(-c2ccc(F)cc2)c1)C1CCCN(Cc2cccnc2)C1 (configuration not stated) | -0.4 | -0.7 | -5 | i | 1.2 | -1 | -2 | 3 | 5 | -7
Cc1ccc2cc(C#N)c(N3CCCC3)nc2c1C | 2.1 | -0.5 | 3 | i | 4.0 | 1 | -3 | -6 | 9 | 34*
COc1ccc(NC2CC(=O)N(c3ccc(C(=O)O)cc3)C2=O)cc1 (configuration not stated) | -0.3 | 0.0 | 1 | i | 0.0 | 3 | 5 | -12 | -1 | 2
CC(C)[C@H](NC(=O)c1ccco1)C(=O)Nc1ccc(OC(F)F)cc1 | -0.7 | -0.7 | 1 | i | -0.8 | 1 | -6 | 4 | -3 | -6

Filtered by structure: the entries above with two or more sulfur atoms (three)
SMILES | LMPTP block | TbMetRS inhib | DNMT1 inh | Rpn11 block | MsrA inhibitor | STEP block | Scp-1 inhibitor | SUMO1-SIM PPI | CSN deneddyl inh | NadD block
C=CCn1c(CSCc2ccc(F)cc2)n[nH]c1=S | -2.2 | 0.2 | 2 | i | -0.7 | 2 | 4 | -1 | 1 | -4
Cc1ccc(C)c(N(CC(=O)Nc2ccc(-c3nc4ccc(C)cc4s3)cc2)S(C)(=O)=O)c1 | 3.0 | -0.3 | -8 | i | 2.1 | -7 | -2 | -3 | -17 | 19
COc1ccc2nc(NC(=O)c3ccc4ncsc4c3)sc2c1 | -0.9 | -1.1 | -10 | i | . | -3 | 0 | 43* | 1 | -3
